GALK inhibitor: galactokinase (human) inhibition; Purified GALK, Kinase-Glo residual ATP luminescence; actives 0.007% (n = 270,000); Potency, µM (top dose mostly 57.5 µM), for the others: at the highest dose activity change, negative = inhibition, most hits filed as inhibitors; also: potency is read from the fitted curve at half-maximal effect; % is scaled to controls: 0 for no effect and ±100 for the full control effect
Target sequence (P51570 whole entry, looked up): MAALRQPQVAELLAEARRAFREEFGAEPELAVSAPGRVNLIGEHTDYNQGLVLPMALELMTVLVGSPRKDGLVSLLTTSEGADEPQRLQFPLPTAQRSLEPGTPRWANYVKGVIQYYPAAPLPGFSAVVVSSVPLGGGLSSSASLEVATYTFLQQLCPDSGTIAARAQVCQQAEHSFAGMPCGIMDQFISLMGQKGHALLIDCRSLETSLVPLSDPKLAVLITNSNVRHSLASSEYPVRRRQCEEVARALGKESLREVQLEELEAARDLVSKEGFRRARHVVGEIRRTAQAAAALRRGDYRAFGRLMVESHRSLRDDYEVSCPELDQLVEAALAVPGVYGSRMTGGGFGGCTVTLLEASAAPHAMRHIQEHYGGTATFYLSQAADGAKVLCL
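Quantitative HTS: GALK 5 nM, ATP 35 uM, galactose 100 uM, 1 h room temperature, then luciferase-based ATP detection.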
Giardia kill: Giardia lamblia killing. Giardia lamblia trophozoite viability. activity change, % at 7.66 µM, hits read low. actives 0.15% (n = 340,000). AID 540267; in the data active = activity change below about -80%; inconclusive = between about -30% and that limit;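 also: parasites exposed to compound for two days anaerobically before the ATP read; % is scaled to controls: 0 for no effect and ±100 for the full control effect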
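Media and compound were dispensed first, then trophozoites at 100 cells/well; plates sat 48 hrs at 37 deg C without oxygen before ATP luminescence reagent was added and read after 15-30 min at room temperature.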
MLL CXXC-DNA inh: inhibitors of human MLL CXXC domain-DNA interaction | MLL-CXXC / FITC-HOXA9 DNA fluorescence polarization | Potency, µM (doses to about 115 µM), for inactives: at the highest dose activity change, negative = inhibition, hits mostly inhibitors | Q03164 | actives 0.037% (n = 290,000); active = well fitted inhibition curve with a large enough effect in the polarisation, with a control signal flat, not every such curve was filed as active; inconclusive = small, poorly fitted or top-dose-only effect, or effect the other way, or a change in a side signal; inactive = no such curve, though single readings can be large or run the other way; the % refers to the polarisation; also: potency is read from the fitted curve at half-maximal effect
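Steps: dispense CXXC domain solution (7 uM) → pin compounds or unlabeled HOX-A9 DNA control → 5 min ambient → add FLSN-HOX-A9 solution (50 nM) → spin → 30 min ambient → fluorescence polarization. Tris pH 7.5/NaCl/DTT/BSA buffer.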
A-T KAP1 phos: potential ataxia-telangiectasia treatment; […] A-T fibroblasts, KAP-1 phosphorylation AlphaLISA; neocarzinostatin DNA damage 30 min before lysis; Potency, µM (titrated, usually from 57.5 µM), inactives show top-dose activation, most hits filed as activators; actives 0.19% (n = 320,000); AID 485349; also: potency is read from the fitted curve at half-maximal effect; % of control where 0% means no effect; nearly all actives have a fitted effect of over 45% in size
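ATM-like activity read as KAP-1 phosphorylation via AlphaLISA donor/acceptor antibody pairs after lysis and 6 hr at 25C. Cells were ATM-null patient fibroblasts ([…], hTERT), dosed 60 min, then exposed to the DSB inducer NCS for 30 min.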
FBPA coupling cs: counter-screen for Giardia aldolase inhibitors: coupling enzyme system | coupling enzyme system counterscreen, AmpLite Red fluorescence | activity change, negative = inhibition, % at 58.2 µM, hits read low | actives 0.67% (n = 290,000) | AID 2472; in the data active = activity change below about -30%; also: % is scaled to controls: 0 for no effect and ±100 for the full control effect
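First, compound is pin-transferred into glyceraldehyde-3-phosphate coupling-enzyme reagent at 57.5 uM final and held 10 min at RT. Next, substrate, coupling system and AmpLite Red are added. After 20 min RT, fluorescence (525/598 nm) is read.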
Tb PFK block: blocks T. brucei phosphofructokinase; O15648; T. brucei PFK, ADP-Glo luminescence; Potency, µM (highest dose often 57.5 µM), without a hit: at the highest dose activity, negative = inhibition, most hits filed as inhibitors; actives 0.17% (n = 330,000); AID 485367;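 also: potency is read from the fitted curve at half-maximal effect; 0% = uninhibited 1x PFK enzyme wells and -100% = no-enzyme wells; nearly all actives have a fitted effect of over 60% in size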
Target sequence (O15648 whole entry, looked up): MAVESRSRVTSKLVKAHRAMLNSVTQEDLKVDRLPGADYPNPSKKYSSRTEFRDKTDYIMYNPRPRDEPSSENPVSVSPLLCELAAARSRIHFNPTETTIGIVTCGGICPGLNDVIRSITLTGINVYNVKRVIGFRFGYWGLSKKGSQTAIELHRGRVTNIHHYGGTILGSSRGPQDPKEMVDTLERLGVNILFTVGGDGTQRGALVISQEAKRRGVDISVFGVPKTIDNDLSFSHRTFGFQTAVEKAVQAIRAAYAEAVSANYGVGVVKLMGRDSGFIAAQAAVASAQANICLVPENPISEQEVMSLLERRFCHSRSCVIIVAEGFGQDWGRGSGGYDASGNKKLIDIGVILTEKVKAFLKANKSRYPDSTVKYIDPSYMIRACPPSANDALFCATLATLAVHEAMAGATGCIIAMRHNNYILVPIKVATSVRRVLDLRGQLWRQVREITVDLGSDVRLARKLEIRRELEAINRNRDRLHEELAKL
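Compounds were pin-transferred as a titration series up to 57 uM into substrate buffer (0.5 mM F6P, 0.1 mM ATP, pH 8.0), then 1.25 nM PFK was added and reactions ran 45 min before ADP-Glo detection.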
TCR activator: T cell receptor activation | primary human leukocytes, anti-CD3, IL-2 HTRF, 48 h | Potency, µM (series often up to 9.22 µM), without a hit: at the top dose activation of IL-2 secretion, usual class: activators | 330,000 tested, under 10 active; also: % of control where 0% means no effect
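Activity was scored as IL-2 release from primary human leukocytes given only a TCR signal (a-CD3 beads) plus compound for 48 hr. Detection used a two-antibody HTRF format read at 665nm.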
TSHR antagonist: antagonists of human thyroid stimulating hormone receptor; AID 504810; actives 0.2% (n = 330,000); P16473; TSHR-expressing cells, TSH-stimulated cAMP HTRF, 2 h; hits give low values; activity change, negative = inhibition, % at 11.5 µM;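 active = activity change below a set negative limit, meaning inhibition stronger than a set level, cut at about -70% in these data; inconclusive = activity change between two set negative limits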; also: % is scaled to controls: 0 for no effect and ±100 for the full control effect
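Freshly harvested TSHR cells receive pin-tooled compound, then EC80 TSH at 4nM final. After 2 hours at 37 deg C, antibody in lysis buffer and cAMP-d2 are added; 30 minutes at ambient temperature precede the HTRF read.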
hERG WT inh: inhibitors of human wildtype KCNH2 potassium channel. actives 0.37% (n = 340,000). AID 720551. U2OS, BacMam KCNH2, thallium flux FluxOr; hits give low values. activity change, % at 1.84 µM. Q12809;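 active = maximum activity change below -70%; inconclusive = maximum activity change between -70% and -50%; inactive = maximum activity change above -50%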; also: % is scaled to controls: 0 for no effect and ±100 for the full control effect
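U2OS cells transduced with wild-type KCNH2 virus are loaded with FluxOr dye for 45 min, and thallium flux is measured in kinetic reads before and after stimulation buffer. Rate constants are normalized to DMSO controls.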
BCR signal inh: inhibitors of chronic active B-cell receptor signaling; actives 0.05% (n = 340,000); ABC-DLBCL IkBa-CBG/CBR reporter, luminescence ratio, 4 h; AID 493014; Potency, µM (series often up to 46.1 µM), for inactives: top-dose ratio change, negative = lower green/red ratio, usual class: inhibitors; active = well fitted inhibition curve with a large enough effect in the signal ratio, with a control signal flat, not every such curve was filed as active; inconclusive = small, poorly fitted or top-dose-only effect, or effect the other way, or a change in a side signal; the % refers to the signal ratio;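 also: potency is read from the fitted curve at half-maximal effect; plate controls were basal doxycycline-induced cells for no effect and cells given 10 µM MG132 for full effect; MG132 reads +100%, hits lower the ratio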
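TMD8 human ABC-DLBCL cells with doxycycline-inducible IκBα–green luciferase fusion and unfused red luciferase, in 0.5% FBS medium; compounds up to 46 uM, 4 h at 37C. Green/red luminescence ratio, filter-overlap corrected, fitted to concentration-response curves.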
Starred values were filed as active, the others as inactive; ? = inconclusive; / = no result given; [ ] = remark or other dose. Unless noted, calls follow the shape of the dose curve; as a rule, active = well fitted curve in the direction sought with a large enough effect; inconclusive = small, poorly fitted or top-dose-only effect, or another doubt; inactive = no such curve, though single readings can be large; an effect the other way counts as inactive or inconclusive.

compound	Tb PFK block	MLL CXXC-DNA inh	Giardia kill	FBPA coupling cs	TSHR antagonist	hERG WT inh	TCR activator	A-T KAP1 phos	BCR signal inh	GALK inhibitor
CCOC(=O)CSc1ncc(OC)c(Sc2ccc(OC)cc2)n1	-2%	1%	-7	-8	3	-11	0%	-2%	-2%	0%
O=C(Cc1nc2ccccc2[nH]1)N/N=C/c1ccccc1	3%	10%	10	2	1	1	2%[46.1 µM]	1%	-2%	1%
CC1CCCCC1NC(=O)CN1C(=O)NC(C)(c2cccc(Br)c2)C1=O (stereo not given)	4%	/	3	/	3	6	16%	0%	0%	/
CCN(CC)c1ccc(C(=O)N/N=C/c2ccc(N3CCOCC3)cc2)cc1	1%	4%	-4	2	14	4	4%	4%	-3%	-7%
CN(C(=O)COC(=O)c1ccccc1C(=O)N1CCN(c2ccccc2)CC1)c1ccccc1	2%	1%	10	1	3	1	-7%	9%	4%	3%
COc1ccc(NC(=O)CN2C(=O)NC(C)(c3ccc(C)cc3)C2=O)cn1 (stereo not given)	-5%	/	1	/	1	-1	-4%	2%	3%	/
COCCn1nnnc1SCC(=O)N1CCCCC1	-2%	-2%	19	4	6	5	2%[46.1 µM]	-2%	-1%	-3%
CCOC(=O)c1c(CN2CCCCC2)n(C)c2cc(Br)c(OC)cc12	4%	11%	-9	-1	-7	5	-6%	4%	1%	-4%
CC(=O)OCC(=O)[C@H]1CC[C@H]2[C@@H]3CC=C4C[C@@H](O)CC[C@]4(C)[C@H]3CC[C@]12C	-4%	10%	11	3	-7	-5	-6%	-4%	1%	-2%
CC(C)=CC(=O)N1CCCC(N2CCN(c3ccc(F)cc3)CC2)C1 (stereo not given)	-2%	2%	-6	3	14	-11	0%	-1%	0%	1%
COc1cc(-c2ccc3oc(-c4ccsc4)cc(=O)c3c2)cc(OC)c1OC	0%	/	-4	/	-24	1	2%	-4%	?	/
CC1CCC(NC(=O)c2cccc(S(=O)(=O)N3CCN(c4ccc(F)cc4)CC3)c2)CC1 (stereo not given)	-1%	/	-11	/	5	-5	0%	-1%	-3%	/
CCOC(=O)C1CCN(C(=O)c2sccc2Cl)CC1	0%	-12%	-20	-1	1	1	8%	4%	-13%	0%
O=C(CCS(=O)(=O)c1ccccc1)NNC(=O)COc1ccc(F)cc1	2%	/	23	/	/	-43	10%	18%	-1%	/
Cc1cc(C)nc(SCC(=O)N/N=C\C(Br)=C\c2ccccc2)n1	1%	13%	53[activator]	1	-17	-5	-1%[46.1 µM]	-3%	?	/
CNC(=S)N/N=C/c1c(C)nn(-c2cccc(Cl)c2)c1Cl	-4%	5%	28	0	-10	2	-4%[46.1 µM]	1%	?	-6%
CCCn1nnc(NC(=O)Cc2ccccc2)n1	3%	-5%	48[activator]	1	1	-18	-2%	0%	4%	0%
CCOC(=O)Cn1c(CN2CCN(C(c3ccccc3)c3ccccc3)CC2)nc2c1c(=O)n(C)c(=O)n2C	-10%	4%	25	0	-6	5	-2%	13%	-14%	-1%
COCCn1c(C(C)C)nc2ccccc21	-6%	6%	9	1	1	4	3%	6%	-3%	5%
COc1ccc(-c2ncncc2-c2ccc(Cl)cc2)c(O)c1	0%	0%	14	0	-6	-1	-1%	1%	15%	0%
CCN1C/C(=C/c2sccc2C)c2nc3ccccc3c(C(=O)O)c2C1	-22%	-4%	0	1	33	1	-2%	?	-2%	1%
Cc1ccc[n+](C(C)C(=O)Nc2ccc(C)c([N+](=O)[O-])c2)c1 (stereo not given)	-6%	1%	-10	1	-2	-4	/	-3%	0%	-2%
Cc1cc(-c2onc(C)c2C(N)=O)no1	-4%	-7%	-11	6	7	-4	-3%	-2%	0%	1%
CN(CC(=O)Nc1ccc(F)cc1)C(=O)COc1ccc([N+](=O)[O-])cc1Cl	-1%	8%	-4	4	6	-5	-1%	2%	5%	-1%
O=C(COc1ccc(Cl)cc1Br)Nc1cccc(S(=O)(=O)N2CCCC2)c1	2%	/	-22	/	-19	-10	0%	15%	-3%	/
CC(C)N1CCN(C(=O)c2cccc(Cl)c2)CC1	-1%	4%	0	1	3	1	-1%	3%	2%	9%
CCOc1cc(/C=C2\SC(=S)N(C(C(=O)O)c3ccccc3)C2=O)ccc1O (stereo not given)	-15%	?	-7	20	-4	26	-8%	-15%	4%	-1%
CSc1cccc(NC(=O)Cn2cnc(S(=O)(=O)N3CCCC3)c2)c1	-2%	5%	13	0	-7	-13	3%	2%	?	7%
CCn1c(CCNC(=O)c2ccc(F)cc2)nc2ccccc21	1%	-3%	?	2	14	8	2%	12%	0%	-2%
Cn1c(=O)c2[nH]c(COc3ccc(C(C)(C)C)cc3)nc2n(C)c1=O	-2%	1%	2	9	-15	-3	13%	6%	?	4%
CN1CCC(Oc2ccccc2Sc2ccccc2)CC1	-10%	8%	4	0	-4	-71*	-1%[46.1 µM]	-12%	-19%	3%
Cc1c(C(=O)Nc2cc(F)cc(F)c2)cnn1-c1ccccc1	1%	3%	-21	-2	-6	-9	/	7%	?	-1%
Cc1cc(C(=O)Nc2ccccc2C(=O)O)ccc1NC(=O)COc1cccc([N+](=O)[O-])c1	-6%	1%	-9	8	13	1	/	-3%	?	4%
CCOc1ccccc1NC(=O)NC1Cc2ccccc2C1	-6%	0%	1	8	-3	-7	-13%	1%	0%	1%
CC1(C)NC(=O)N(CC(=O)Nc2ccc(-n3cnnn3)cc2)C1=O	-1%	/	3	/	47	2	-8%[46.1 µM]	15%	-1%	/
CN(C)C(CNC(=O)CSC(=S)N1CCCC1)c1ccccc1 (stereo not given)	1%	/	-19	/	15	-3	-18%[46.1 µM]	30%	-9%	/
O=C(c1ccc(F)cc1)N1C2CCC1CC(O)(c1ccc(F)cc1)C2 (stereo not given)	-8%	-1%	4	0	12	2	0%	7%	?	-1%
Fc1ccccc1N1CCN(c2ncnc3[nH]ncc23)CC1	-2%	4%	15	4	-9	2	0%	1%	-4%	0%
CSc1ccccc1NC(=O)CN(C)C(C)C(=O)NC(=O)NC1CCCCC1 (stereo not given)	3%	/	0	/	2	-9	-1%	7%	?	/
CC(C)(C)c1csc(NC(=O)c2cccs2)n1	16%	11%	2	-1	-15	35	-6%	0%	-1%	0%
O=C1C=C(c2ccccc2C(F)(F)F)C[C@@H](c2ccc3c(c2)OCO3)C1	-2%	/	0	/	-31	-7	-1%	12%	3%	/
COCCNC(=O)C(c1ccc(Cl)cc1)N(C(=O)Cn1nnc2ccccc21)c1cccnc1 (stereo not given)	-13%	-3%	-12	1	-10	-6	1%	3%	7%	4%
Cc1ccc2[nH]c3ccccc3c(=O)c2c1	-6%	-11%	-4	-6	-8	22	7%	46%	1%	-4%
COc1ccc(Cn2c(=O)[nH]c3cc(C(=O)NCCCN4CCCCC4)ccc3c2=O)cc1	-1%	14%	12	1	-14	-1	0%	-1%	-11%	0%
CCOC(=O)N1CCN(C(=O)CN(Cc2ccc(Cl)cc2)S(=O)(=O)c2ccc(C)cc2)CC1	0%	-14%	-1	-1	0	-8	4%	/	6%	1%
Nc1nc2ccccc2n1CCOc1ccc(F)cc1	?	1%	-5	0	-2	2	0%	1%	1%	2%
Cc1cc(=O)[nH]c(SCC(=O)N2CCC(C(N)=O)CC2)n1	2%	2%	-3	-1	-2	0	/	-8%	1%	1%
C=CCn1c(SCC(=O)NCC2CCCO2)nc2sc(C)c(C)c2c1=O (stereo not given)	-1%	-6%	-4	/	-8	-29	-7%	7%	?	-5%
CCOc1cc(CNCCCN2CCOCC2)ccc1OCC(=O)NC(C)(C)C	0%	-3%	-15	-2	-13	2	/	-2%[11.5 µM]	0%	-2%
Cc1ccccc1-c1nnn(CC(=O)N2CCN(C(=O)c3ccco3)CC2)n1	0%	/	-1	/	-6	1	-114%	-1%	5%	/
CCOC(=O)c1cc(-c2ccc(N3CCOCC3)cc2)nn1-c1ccc(F)cc1F	10%	3%	-11	0	-5	9	2%	-8%	-15%	/
COc1cc(Cl)ccc1OCc1cc(C(=O)N2CCC(N(C)C)C2)no1 (stereo not given)	0%	6%	10	-1	0	-2	13%	7%	4%	-3%
O=C(Cc1ccc(Br)cc1)OCC(=O)N1CCOCC1	0%	/	?	/	14	23	-1%	6%	0%	/
COC(=O)C1=C(C)N(Cc2ccccc2)C(=O)N[C@H]1CCc1ccccc1	/	/	-3	0	/	5	-5%	/	/	/
CCO[C@H]1OC(C(=O)N2CCN(C)CC2)=C[C@@H](c2csc3ccccc23)[C@@H]1CCCO	1%	-14%	4	1	3	/	-1%	20µM*	3%	-1%
CC(C)(CO)NCc1cccs1	-1%	3%	4	5	18	/	0%	4%	?	-1%

Assay outcomes: PubChem, National Center for Advancing Translational Sciences (NCATS)
